Luciferase inh – inhibitors of firefly (Photinus pyralis) luciferase. 2.5% of 76,000 active. Potency, µM (top dose mostly 115 µM), inactives show top-dose activity change, negative = inhibition, actives largely listed as inhibitors. purified P. pyralis luciferase, luminescence, biochemical. AID 1347043; further: potency means the concentration at half of the fitted maximal effect; nearly all actives have a fitted effect of over 65% in size
Target sequence (P08659 whole entry, looked up): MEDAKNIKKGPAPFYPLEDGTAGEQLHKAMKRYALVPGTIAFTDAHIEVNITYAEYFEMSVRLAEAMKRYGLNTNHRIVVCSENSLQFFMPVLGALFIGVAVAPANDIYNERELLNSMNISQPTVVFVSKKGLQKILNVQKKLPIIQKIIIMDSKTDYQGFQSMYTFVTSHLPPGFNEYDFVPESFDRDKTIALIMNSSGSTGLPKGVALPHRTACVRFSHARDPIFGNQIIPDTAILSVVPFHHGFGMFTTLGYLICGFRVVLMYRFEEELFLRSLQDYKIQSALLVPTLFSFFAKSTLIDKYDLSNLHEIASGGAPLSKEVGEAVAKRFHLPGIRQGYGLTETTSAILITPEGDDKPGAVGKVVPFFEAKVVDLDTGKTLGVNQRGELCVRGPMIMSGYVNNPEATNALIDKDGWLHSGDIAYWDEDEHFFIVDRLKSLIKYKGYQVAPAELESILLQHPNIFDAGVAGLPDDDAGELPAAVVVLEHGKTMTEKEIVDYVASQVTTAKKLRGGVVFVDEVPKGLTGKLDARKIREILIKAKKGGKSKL
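FLuc 10nM, D-luciferin 10uM, ATP 10uM, Mg acetate 10mM, Tris acetate pH 7.5, Tween/BSA; cpd qHTS; enzyme added last; CCD luminescence.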
IP6K1 inhibitor – IP6K1 kinase inhibition. IP6K1 kinase, ADP-Glo luminescence, 2 h; active compounds read low. activity change, % (series mostly up to about 58 µM). 0.81% of 140,000 active; in the data active means activity change below about -25%
Target sequence (Q92551 whole entry, looked up): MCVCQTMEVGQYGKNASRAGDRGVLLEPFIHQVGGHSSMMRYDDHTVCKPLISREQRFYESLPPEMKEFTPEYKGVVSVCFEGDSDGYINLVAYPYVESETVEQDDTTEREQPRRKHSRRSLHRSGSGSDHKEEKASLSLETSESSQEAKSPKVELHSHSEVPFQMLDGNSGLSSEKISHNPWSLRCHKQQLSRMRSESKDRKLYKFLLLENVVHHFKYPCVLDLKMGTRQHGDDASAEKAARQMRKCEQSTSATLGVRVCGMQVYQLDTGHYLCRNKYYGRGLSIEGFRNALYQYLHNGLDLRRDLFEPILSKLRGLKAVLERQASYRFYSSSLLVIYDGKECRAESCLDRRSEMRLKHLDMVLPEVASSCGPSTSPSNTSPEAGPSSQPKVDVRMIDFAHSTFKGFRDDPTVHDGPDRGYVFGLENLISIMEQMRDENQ
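ADP-Glo luminescence measures ADP made by human IP6K1 during a 2 h RT reaction with ATP/IP6 (mix at 1.3 mM/130 uM); top library doses 57.5 and 19.1 uM final.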
GPT2 inhibitor – GPT2 alanine aminotransferase inhibition; Potency, µM (doses to about 57.7 µM), without a hit: at the top dose activity change, negative = inhibition, actives largely listed as inhibitors; Q8TD30; 0.25% of 100,000 active; AID 1671188; Recombinant GPT2, coupled pyruvate oxidase/HRP Amplex Red fluorescence; further: potency means the concentration at half of the fitted maximal effect; nearly all actives have a fitted effect of over 60% in size; many of its hits are not listed in these tables
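Recombinant GPT2 (10ng/uL) with 250uM a-KG and 2mM L-alanine, 30 min at room temperature, in HEPES pH 7.5 buffer. Pyruvate detected by pyruvate oxidase/HRP/Amplex Red fluorescence after 30 min in the dark; AOA (50uM) as positive control.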
SNCA viab count – counter-screen for SNCA expression inhibitors: cell viability; HEK-293-SNCA-luc viability, GF-AFC fluorescence, 24 h; Potency, µM (titrated, usually from 57.1 µM), without a hit: at the highest dose activity change, negative = cytotoxicity, actives largely listed as cytotoxic; AID 1671193; 0.12% of 150,000 active;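 further: potency means the concentration at half of the fitted maximal effect; 0% = DMSO-treated cells and -100% = medium-only wells without cells; nearly all actives have a fitted effect of over 30% in size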
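HEK-293-SNCA-luc cells (1500/well) plated 24 h, then exposed 24 h to a dilution series; GF-AFC added 30 min at 37C, fluorescence 405/540 nm; normalised to medium-only and DMSO wells, Hill fit.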
HEK cytotox – HEK 293 cell cytotoxicity; 6.6% of 94,000 active; AID 1345083; Potency, µM (doses to about 115 µM), without a hit: top-dose activity change, negative = cytotoxicity, actives largely listed as inhibitors; HEK 293 viability, ATP luminescence (CellTiter-Glo), 48-72 h; further: potency means the concentration at half of the fitted maximal effect; nearly all actives have a fitted effect of over 60% in size
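250 HEK 293 cells/well; compound by pintool; incubated 48 or 72 hr at 37 degree Celsius; CellTiter-Glo added, 10 min RT, luminescence imaged.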
SNCA expr inhib – reduces expression of the alpha-synuclein gene; HEK-293 SNCA-luciferase knock-in, luminescence, 24 h; Potency, µM (series often up to 57.2 µM), without a hit: top-dose activity change, negative = inhibition, usual class: inhibitors; 0.17% of 140,000 active; AID 1671194;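 further: potency means the concentration at half of the fitted maximal effect; plate controls were DMSO cells for no effect and cell-free wells for full effect; nearly all actives have a fitted effect of over 45% in size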
NIH3T3 tox – cytotoxic compounds in NIH 3T3 cells; NIH 3T3 viability, CellTiter-Glo ATP luminescence, 48-72 h; Potency, µM (titrated, usually from 96.7 µM), without a hit: at the top dose activity change, negative = cytotoxicity, hits mostly inhibitors; 4.3% of 94,000 active; AID 1345082; further: potency means the concentration at half of the fitted maximal effect; nearly all actives have a fitted effect of over 55% in size
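Viability of NIH 3T3 cells after 48 or 72 hr compound treatment at 37 °C was assessed by CellTiter-Glo, with luminescence imaged following a 10 min room-temperature step.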
* hit, by the source's call; i = inactive; ? = inconclusive; / = not tested or not shown; & = joins results of further samples; [ ] = dose if it differs, or a comment. Unless noted, the call rests on the fitted dose curve; in most records, active means well fitted curve in the direction sought with a large enough effect; inconclusive means small, poorly fitted or top-dose-only effect, or another doubt; inactive means no such curve, though single readings can be large; an effect the other way counts as inactive or inconclusive. Unless noted, on the % scale 0 is the no-effect control and ±100 the full control effect. An excerpt (hit frequency here may not be typical).

Every second line gives: IP6K1 inhibitor | GPT2 inhibitor | SNCA viab count | NIH3T3 tox | SNCA expr inhib | HEK cytotox | Luciferase inh
> CC(C)CC(=O)N1CCC2(CC1)OCC(C(=O)NCc1ccccc1)N2C(=O)c1ccccc1 (stereo not given)
 : 10 | i | 1% | -12% | ? | -1% | -3%
> Cc1nc(CCNC(=O)Nc2ccccc2)no1
 : 9 | i | 4% | -1% | 4% | -2% | -18%
> COc1cccc(CC(=O)N2CCCC(c3nc(C4CCOCC4)no3)C2)c1 (stereo not given)
 : -9 | i | -1% | -23% | -6% | ? | 3%
> O=C(/C=C/c1ccc(O)c(O)c1)OCc1ccccc1O[C@@H]1O[C@H](CO)[C@@H](O)[C@H](O)[C@H]1O
 : -2 | ? | ? | / | / | / | /
> Cn1nnnc1SCCCNCc1cc(Cl)ccc1OCc1ccccc1
 : 19 | / | -20% | / | -6% | / | /
> COc1ccccc1C(=O)N1CCC2(CC(C(C)C)=NO2)C1 (stereo not given)
 : 3 | i | 3% | i | 15% | i | /
> O=C(c1ccccc1Cl)N1CCC(C(=O)N2CCC(N3Cc4ccccc4C3=O)CC2)CC1
 : 5&-6 | 3% | -6%&-8% | -15%&-4% | 15%&-5% | ? | /
> Cc1cccc(C)c1NC(=O)CSc1nc2ncccc2o1
 : 9 | / | 6% | / | ? | / | /
> Cc1ccc(CCNC(=O)c2ccc(CNS(=O)(=O)c3ccc(C)cc3)cc2)cc1
 : 19 | / | 0% | / | 16% | / | /
> COc1ccc(-c2cn3nc(N4CCC(C(=O)Nc5ccccc5OC)CC4)sc3n2)cc1
 : -21 | / | -18% | / | 33%[activator] | / | /
> O=C(NCCn1ccc2ccccc21)c1ccc(Cl)cc1
 : 20 | / | -4% | / | 89%[activator] | / | /
> COCC(=O)N1CC[C@H](n2nnc(C(N)=O)c2C(N)=O)C[C@H]1C(=O)N[C@H](Cc1c[nH]c2ccccc12)C(N)=O
 : 7 | 4% | -9% | 2% | -17% | -14% | -2%
> O=C(NCC12CC3CC(CC(C3)C1)C2)c1cc2nc(-c3ccc(F)cc3)cc(C(F)(F)F)n2n1
 : -3 | / | 0% | / | 15% | / | /
> Cn1nnc2c(N3CCN(c4cccc(Cl)c4)CC3)ncnc21
 : 7 | / | -4% | / | 20% | / | /
> Cc1ccc(CNC(=O)c2ccc3c(c2)NC(=O)C(CS(=O)(=O)Cc2ccc(F)cc2)N3)cc1 (stereo not given)
 : 4 | / | 4% | / | -9% | / | /
> COc1ccccc1-n1c(SCC(=O)Nc2ccc(C)cc2)nc(O)cc1=O
 : -12 | / | -3% | / | -15% | / | /
> CCOC(=O)c1c(N)n(-c2ccc(OCC)cc2)c2nc3ccccc3nc12
 : 16 | / | 8% | / | -10% | / | /
> Cn1nc2n(c1=O)CCC(NS(=O)(=O)c1cccc3cccnc13)CC2 (stereo not given)
 : 6 | -12% | 10% | i | -23% | 2% | -2%
> CCN(CC)S(=O)(=O)c1ccc2c(c1)c(=O)c(C(=O)N(C)Cc1ccccc1)cn2C
 : -17 | / | -4% | / | 53%[activator] | / | /
> Cc1cc(C)c2oc(C(=O)Nc3ccc(S(=O)(=O)N(C)c4ccccc4)cc3)cc(=O)c2c1
 : 6 | / | 5% | / | 16% | / | /
> O=C(/C=C/C=C/c1ccc2c(c1)OCO2)N1CCCCC1
 : 19 | i | 4% | / | / | / | /
> Cc1ccccc1CNC(=O)c1cc2cc(S(=O)(=O)N3CCCCC3)ccc2n1C
 : 7 | / | -6% | / | -22% | / | /
> O=C(Cc1ccc(OC(F)(F)F)cc1)N1CCC(c2n[nH]c(=O)n2-c2ccccc2)CC1
 : -1 | i | 2% | ? | -1% | 4% | -3%
> CN1CC2(CCN(C(=O)C3CC3)CC2)CC1C(=O)N1CCOCC1 (stereo not given)
 : -8 | 0% | 18% | 0% | -9% | 2% | 1%
> O=C(NCC1(COc2cnccn2)C[C@@H](O)[C@@H](O)C1)c1cccnc1 (stereo not given in full)
 : 1 | i | 7%[87.6 µM] | 2%[174 µM] | -7%[87.6 µM] | -22%[172 µM] | 0%[172 µM]
> CC(C)(C)CC(=O)NC[C@H]1OC[C@@H](NCc2ncc[nH]2)[C@@H]1O
 : 3 | -4%[88.5 µM] | 6%[87.6 µM] | 4%[138 µM] | -12%[87.6 µM] | i | -2%[172 µM]
> CN(CC1CCOCC1)S(=O)(=O)c1ccc(Br)s1
 : 13 | -8% | 4% | -8% | 4% | -22% | 3%
> COCC(=O)N(C1CCOCC1)C1CCN(S(=O)(=O)c2ccccc2C)CC1
 : 2 | i | 8% | 1% | 2% | -5% | -2%
> Cn1nc(C2CCNCC2)c2c(C(=O)NC3CC3)cc(C3CC3)nc21
 : 4 | -3% | -7% | -1% | ? | 0% | /
> CC(C)c1ccc(OCC(=O)N(Cc2cccs2)C2CCS(=O)(=O)C2)cc1 (stereo not given)
 : 1 | / | -13% | / | -4% | / | /
> COc1ccc(C(=O)NC2CCN(c3cn[nH]c(=O)c3)CC2)cc1
 : -5 | i | ? | -13% | 5% | -4% | -16%
> COc1ccc(CCNC(=O)c2ccc3nnc(-c4cc(C(F)(F)F)cc(C(F)(F)F)c4)n3c2)cc1
 : -9 | i | -22% | ? | ? | ? | /
> O=C(NC1CCCCC1)[C@@H]1Cc2nc[nH]c2CN1C(=O)C1CC1
 : -5 | -43%[88.5 µM] | -5%[87.6 µM] | -8%[138 µM] | 2%[87.6 µM] | 2%[172 µM] | -4%[172 µM]
> COCCN1CC(CO)C2(CCN(C(=O)c3nccc4ccccc34)CC2)C1 (stereo not given)
 : -1 | i | -4%[12.5 µM] | -12% | 22% | ? | 4%
> COc1ccccc1-c1ccc(C(=O)N2CCC(C(=O)NCc3ccc(F)cc3)CC2)cc1
 : 19 | -8% | 7%[12.5 µM] | ? | 10% | ? | /
> Cc1ccc(C)c(NC(=O)NCC2CCOCC2)c1
 : 23 | i | 15% | i | -1% | -5% | 7%
> COc1cccc(NC(=O)CN2C(=O)NC(c3ccc(C)cc3)C3=C2COC3=O)c1 (stereo not given)
 : -3 | i | 9% | ? | 0% | ? | -14%
> COc1ccccc1Cn1c(-c2cccc(Cl)c2)nc(C)c(CCO)c1=O
 : 2 | ? | 6% | ? | -1% | ? | -10%
> CC1=C[C@@H](CNCc2ccncc2)[C@H](C(C)C)C[C@H]1Cc1nnc(-c2ccccc2F)o1
 : -10 | i | ? | ? | ? | 20µM* | -3%[172 µM]
> COc1ccc(S(=O)(=O)N2CCC(Oc3ncccc3C(=O)N3CCOCC3)C2)cc1 (stereo not given)
 : 13 | i | 12% | 5% | 0% | 14% | -9%

Limited to GPT2 inhibitor, Luciferase inh and SNCA expr inhib, for 3 of the compounds above:
Molecule	GPT2 inhibitor	Luciferase inh	SNCA expr inhib
Cc1ccccc1CNC(=O)c1cc2cc(S(=O)(=O)N3CCCCC3)ccc2n1C	/	/	-22%
O=C(Cc1ccc(OC(F)(F)F)cc1)N1CCC(c2n[nH]c(=O)n2-c2ccccc2)CC1	i	-3%	-1%
CN1CC2(CCN(C(=O)C3CC3)CC2)CC1C(=O)N1CCOCC1 (stereo not given)	0%	1%	-9%

Carrying on.
Every second line gives: IP6K1 inhibitor | GPT2 inhibitor | SNCA viab count | NIH3T3 tox | SNCA expr inhib | HEK cytotox | Luciferase inh
> COc1cccc(-n2ccnc2SCC(=O)Nc2cccc3ccccc23)c1
 : -8 | / | 1% | / | -6% | / | /
> O=c1[nH]c2cccnc2n1C1CCCC1
 : -2 | i | ? | ? | 22%[87.6 µM] | ? | -14%[230 µM]
> Cc1ccccc1C(=O)N1CCC(C(=O)N2CCC(c3nc4ccncc4[nH]3)C2)CC1 (stereo not given)
 : -2 | i | 13% | -1% | 7% | i | /
> Cc1c(C(=O)NCc2ccccc2Cl)sc2ncnc(N(C)C3CCCCC3)c12
 : -4 | / | 5% | / | 7% | / | /
> COc1ccc(-c2ccnc3nc(CCc4ccc(OC)c(OC)c4)nn23)c(F)c1
 : 2 | -3% | -5% | -29% | 1% | 45µM* | -8%
> Cc1ccc(C)c(Cn2c(=O)n(CCCC(=O)NCCc3ccc(Cl)cc3)c(=O)c3ccccc32)c1
 : -15 | / | -1% | / | -5% | / | /
> O=C(CCc1nnn2c1CN(Cc1ccc(O)c(F)c1)CC2)NCc1ccccc1
 : -7 | 4% | -13% | ? | -10% | ? | -5%
> COc1ccc(-c2[nH]nc3ncc(-c4cccc(F)c4)nc23)c(C)c1
 : 10 | -13%[88.5 µM] | 3%[87.6 µM] | ? | -23%[87.6 µM] | ? | -8%[172 µM]
> CN(C)C[C@@H]1CN(c2ncccn2)C[C@H]1NC(=O)c1ccc(C#N)cc1
 : 1 | -3% | 0% | 2% | -26% | -5% | -10%
> CCCOCCNC(=O)c1c(C)noc1-c1cc(OC)cc(OC)c1
 : 1 | 3% | 3% | -16% | -20% | -2% | 2%
> CN1CCCN(C(=O)CCC[C@H]2NC[C@@H]3C[C@H]2CN(Cc2ccccc2)C3)CC1
 : -9 | i | 2% | i | 10% | 4% | 0%
> COc1cccc(CNC(=O)CC(c2ccc(C)cc2)N2Cc3ccccc3C2=O)c1 (stereo not given)
 : -16 | / | -7% | / | -21% | / | /
> O=C(CCC[C@@H]1[C@H]2CCCN3CCC[C@@H](CN1C(=O)c1ccccc1)[C@@H]23)Nc1ccccc1
 : 4 | i | -1% | -5% | 1% | -24% | 12%
> COCCCN(Cc1ccco1)C(=O)c1cc2c(s1)-c1ccccc1OC2
 : -23 | / | 2% | / | 27% | / | /
> CCCc1noc(-c2cn(C3CCN(C(=O)c4ccc(OC)cc4C)CC3)nn2)n1
 : 0 | i | 12% | -17% | -13% | ? | 2%
> Cc1ccc(NC(=O)c2ccc(=O)n(CC(=O)Nc3cccc(C)c3)n2)cc1
 : 17 | / | 4% | / | 28% | / | /
> Cc1ccc2oc(=O)c3cnn(CC(=O)N4CCN(c5ccc(F)cc5)CC4)c3c2c1
 : 19 | / | 1% | / | 24% | / | /
> COc1ccc(-c2ccc(C(=O)N3CCN([S+](=O)([O-])c4c(C)noc4C)CC3)cc2)nn1
 : 1 | / | / | -30% | / | -26% | /
> COC(=O)CNC(=O)c1nc(-c2ccccc2OC)c2ccccn12
 : 13 | -8% | 3% | -13% | 63%[activator] | -3% | /
> COc1c(Cl)cc(C(=O)Nc2cccc(-c3nc4ccccc4[nH]3)c2)cc1Cl
 : 0 | / | ? | / | -15% | / | /

Sorted by number of heavy atoms (high to low): three of the compounds above
Every second line gives: IP6K1 inhibitor | GPT2 inhibitor | SNCA viab count | NIH3T3 tox | SNCA expr inhib | HEK cytotox | Luciferase inh
> Cc1ccc(C)c(Cn2c(=O)n(CCCC(=O)NCCc3ccc(Cl)cc3)c(=O)c3ccccc32)c1
 : -15 | / | -1% | / | -5% | / | /
> O=C(CCc1nnn2c1CN(Cc1ccc(O)c(F)c1)CC2)NCc1ccccc1
 : -7 | 4% | -13% | ? | -10% | ? | -5%
> CN1CCCN(C(=O)CCC[C@H]2NC[C@@H]3C[C@H]2CN(Cc2ccccc2)C3)CC1
 : -9 | i | 2% | i | 10% | 4% | 0%

Screens deposited in PubChem BioAssay by National Center for Advancing Translational Sciences (NCATS).
